High-throughput results: PubChem BioAssay, several laboratories
FBA Mtb inh – inhibitors of M. tuberculosis fructose-bisphosphate aldolase; purified M. tuberculosis FBA, fluorescence read-out; P9WQA3; AID 588726; 360,000 compounds, 2.3% hits; inhibition, % at 1 µM; in the data active means inhibition above about 27%;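 further: 0% = vehicle and 100% = reference inhibitor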
Target sequence (P9WQA3 whole entry, looked up): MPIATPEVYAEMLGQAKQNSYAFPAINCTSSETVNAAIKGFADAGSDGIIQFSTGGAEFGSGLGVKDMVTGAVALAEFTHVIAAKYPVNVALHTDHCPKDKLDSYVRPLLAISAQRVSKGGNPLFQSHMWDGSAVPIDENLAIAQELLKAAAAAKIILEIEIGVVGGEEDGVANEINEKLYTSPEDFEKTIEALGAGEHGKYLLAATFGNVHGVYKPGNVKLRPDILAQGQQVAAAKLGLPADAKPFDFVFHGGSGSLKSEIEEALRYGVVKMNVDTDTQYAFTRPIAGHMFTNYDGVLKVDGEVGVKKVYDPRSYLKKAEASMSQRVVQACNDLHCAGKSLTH
BoNT F protease – inhibitors of Botulinum neurotoxin F light chain protease | Multiplex microsphere protease cleavage assay, flow cytometry | inhibition, % at 10 µM | 360,000 compounds, 0.22% hits; in the data active means inhibition above about 35%, passing the limit was not always enough; inconclusive means no clear call, values can overlap the other calls; further: plate controls were buffer without enzyme for full effect and enzyme alone for no effect
GDH-TPI counter – inhibits GDH-TPI coupling enzymes, artifact for Mtb FBA screen; GDH-TPI coupled enzyme counterscreen, NADH absorbance; inhibition, % at 4.8 µM; 360,000 compounds, 1.2% hits; in the data active means inhibition above about 30%;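 further: 0% = DMSO wells and 100% = wells lacking the enzyme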
UGM FP inh – blocks M. tuberculosis UGM enzyme | AID 504406 | 320,000 compounds, 0.06% hits | purified UGM, fluorescence polarization probe displacement | inhibition, % at 10 µM | P9WIQ1; in the data active means inhibition above about 10%, passing the limit was not always enough; inconclusive means no clear call, values can overlap the other calls
Target sequence (P9WIQ1 whole entry, looked up): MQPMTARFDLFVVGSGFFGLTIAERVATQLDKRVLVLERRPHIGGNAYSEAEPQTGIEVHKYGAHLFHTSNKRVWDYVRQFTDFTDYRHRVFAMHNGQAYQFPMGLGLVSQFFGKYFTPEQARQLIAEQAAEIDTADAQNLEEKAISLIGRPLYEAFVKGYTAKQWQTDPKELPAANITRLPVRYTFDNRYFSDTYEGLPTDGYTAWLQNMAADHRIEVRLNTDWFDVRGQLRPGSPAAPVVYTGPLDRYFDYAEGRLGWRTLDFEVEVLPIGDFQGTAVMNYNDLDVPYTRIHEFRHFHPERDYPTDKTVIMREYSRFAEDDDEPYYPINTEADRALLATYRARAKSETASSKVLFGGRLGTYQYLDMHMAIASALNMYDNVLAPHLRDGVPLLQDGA
Mtb BioA inh – BioA (M. tuberculosis) enzyme inhibition; 360,000 compounds, 0.096% hits; AID 602481; purified M. tuberculosis BioA enzyme, plate reader; inhibition, % at 9.99 µM; in the data active means inhibition above about 40%; inconclusive means no clear call, values can overlap the other calls
BoNT-A LC inh2 – BoNT A light chain protease inhibition | 360,000 compounds, 0.17% hits | inhibition, % at 10 µM | multiplex microsphere protease substrate cleavage, flow cytometry | AID 588499; further: plate controls were buffer without enzyme for full effect and enzyme alone for no effect
Anthrax LF inh2 – inhibitors of Bacillus anthracis lethal factor protease; multiplex microsphere protease cleavage assay, LF; inhibition, % at 10 µM; 360,000 compounds, 0.12% hits; further: plate controls were buffer without enzyme for full effect and enzyme alone for no effect
FadD28 FP inh – inhibitors of Mycobacterium tuberculosis FadD28 bisubstrate binding; FadD28 bisubstrate probe binding, fluorescence polarization; inhibition, % at 12.5 µM; 360,000 compounds, 0.22% hits; AID 588549; in the data active means inhibition above about 8.5%, passing the limit was not always enough; inconclusive means no clear call, values can overlap the other calls
PfHsp40 rescue – rescue of PfHsp40-mediated yeast toxicity; S. cerevisiae expressing PfHsp40, growth rescue, ATP luminescence; growth rescue, % at 12.5 µM; 340,000 compounds, 0.68% hits; in the data active means growth rescue above about 28%, passing the limit was not always enough; inconclusive means no clear call, values can overlap the other calls;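 further: yeast W303a lacking pdr1 and pdr3 grown in galactose medium; growth measured after three days at 30 °C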
Starred values were filed as active, the others as inactive; ? = inconclusive; / = no result given. Unless noted, no stated cut-off is given here; in the data, active means inhibition above about 30%; inconclusive means no clear call, values can overlap the other calls; inactive means below that.

SMILES | FBA Mtb inh | BoNT F protease | GDH-TPI counter | UGM FP inh | Mtb BioA inh | BoNT-A LC inh2 | Anthrax LF inh2 | FadD28 FP inh | PfHsp40 rescue
COc1ccc(Br)c(C(=O)NC(C)(C)CO)c1 | -1 | -4 | 1 | 1.7 | / | -0.4 | 5 | -0.2 | 0.7
O=C(Nc1ccc(S(=O)(=O)Nc2ncccn2)cc1)c1ccccc1NS(=O)(=O)c1ccc(F)cc1 | 73* | -7 | 5 | 2.3 | / | -0.4 | -3 | -0.1 | -0.8
COc1ccc(-c2noc(Cc3ccc(Cl)cc3)n2)cc1OC | 4 | -4 | 3 | -0.2 | 1.5 | -0.3 | 4 | -1.7 | -1.7
COc1ccc(NC(=O)c2cc(S(=O)(=O)N3CCCC3)cn2C)cc1Cl | -2 | -7 | -2 | 3.9 | 0.2 | -0.1 | -12 | -3.3 | -0.6
Cc1ccc(C(=O)N/N=C\c2ccc3c(c2)OCO3)cn1 | 3 | 3 | 22 | 0.2 | 0.0 | 2.4 | 1 | -1.8 | -1.6
Cc1cc(-n2c(C)cc(C(=O)CSc3nc4ccccc4c(=O)n3Cc3ccco3)c2C)no1 | -2 | -4 | 9 | -0.4 | -2.9 | -2.0 | 8 | -0.4 | 0.9
CCOc1ccc(NC(=O)CN2CCN(c3ccc(F)cc3)CC2)cc1S(=O)(=O)N1CCCC1 | 4 | 4 | 12 | / | 0.4 | -0.1 | 2 | -1.2 | /
O=C(COc1ccc2c3c(c(=O)oc2c1)CCC3)NC(Cc1ccc(Cl)cc1)C(=O)O (stereo unspecified) | 21 | -5 | 12 | 2.4 | 1.1 | 0.5 | -2 | -5.4 | 1.0
O=C(NC(=S)Nc1cccc(O)c1)c1ccco1 | -1 | ? | 0 | -2.4 | -0.1 | -4.5 | -6 | -3.1 | 3.1
COC1CCN(Cc2c(C(=O)N3C[C@@H](C)O[C@@H](C)C3)nc3ccc(Cl)cn23)CC1 | -2 | -8 | 0 | 0.8 | -1.2 | -2.5 | 3 | 0.5 | -1.2

Next part (four carried over from the part before).
SMILES | FBA Mtb inh | BoNT F protease | GDH-TPI counter | UGM FP inh | Mtb BioA inh | BoNT-A LC inh2 | Anthrax LF inh2 | FadD28 FP inh | PfHsp40 rescue
CCOc1ccc(NC(=O)CN2CCN(c3ccc(F)cc3)CC2)cc1S(=O)(=O)N1CCCC1 | 4 | 4 | 12 | / | 0.4 | -0.1 | 2 | -1.2 | /
O=C(COc1ccc2c3c(c(=O)oc2c1)CCC3)NC(Cc1ccc(Cl)cc1)C(=O)O (stereo unspecified) | 21 | -5 | 12 | 2.4 | 1.1 | 0.5 | -2 | -5.4 | 1.0
O=C(NC(=S)Nc1cccc(O)c1)c1ccco1 | -1 | ? | 0 | -2.4 | -0.1 | -4.5 | -6 | -3.1 | 3.1
COC1CCN(Cc2c(C(=O)N3C[C@@H](C)O[C@@H](C)C3)nc3ccc(Cl)cn23)CC1 | -2 | -8 | 0 | 0.8 | -1.2 | -2.5 | 3 | 0.5 | -1.2
CC1CC(C)CN(C(=O)CSCC(=O)Nc2nc(-c3cccs3)cs2)C1 (stereo unspecified) | -2 | -1 | 9 | 0.8 | -2.2 | 0.2 | 0 | -4.1 | -0.1
CC(C)c1ccc(N2C(=O)NC(=O)/C(=C/c3cnc(-c4ccccc4)nc3)C2=O)cc1 | 1 | -7 | 2 | -0.3 | / | -0.6 | 0 | 2.5 | -0.9
COc1ccc(CCNC(=O)c2cnn3cccnc23)cc1OC | 0 | 2 | 3 | -5.4 | 7.9 | 0.0 | -7 | -0.5 | -0.2
COc1ccc(N/C(N)=N/c2nc(C)cc(C)n2)c(OC)c1 | 1 | -2 | 1 | 0.8 | / | -0.1 | 3 | -0.2 | -0.2
CCN(C(=O)CSc1nc2ccccc2c(=O)n1-c1ccccc1F)C1CCS(=O)(=O)C1 (stereo unspecified) | 2 | 11 | 0 | 0.3 | 0.6 | 1.5 | 0 | -2.1 | 0.5
C=CCNC(=O)C(C#N)c1nc2ccccc2nc1N1CCN(Cc2ccccc2)CC1 (stereo unspecified) | 6 | -2 | 3 | 3.8 | -0.1 | 1.8 | 2 | -0.7 | -0.3
Cc1sc2ncnc(Oc3ccc(-n4ccnc4)cc3)c2c1C | 2 | 0 | -1 | -1.0 | 6.0 | -0.9 | -8 | -0.5 | 1.8
Cc1cc(C)c(O)c(NC(=S)NC(=O)Cc2ccccc2)c1 | -1 | -16 | -9 | 1.0 | 2.2 | -3.4 | 7 | -4.9 | 0.5
Cc1ccc(NC(=S)NNC(=O)c2c(Cl)c(C)nn2C)cc1 | -1 | -5 | 6 | 1.6 | 3.2 | -1.7 | -9 | 0.5 | 2.1
Cc1oc(-c2ccc(Cl)cc2)nc1CS(=O)CC(=O)NCc1ccc2c(c1)OCO2 (stereo unspecified) | 2 | 1 | -9 | -1.3 | -0.7 | -0.2 | -1 | -0.3 | 0.5

Compounds above that contain a thiophene ring, fused or not, in the order listed:
SMILES | FBA Mtb inh | BoNT F protease | GDH-TPI counter | UGM FP inh | Mtb BioA inh | BoNT-A LC inh2 | Anthrax LF inh2 | FadD28 FP inh | PfHsp40 rescue
CC1CC(C)CN(C(=O)CSCC(=O)Nc2nc(-c3cccs3)cs2)C1 (stereo unspecified) | -2 | -1 | 9 | 0.8 | -2.2 | 0.2 | 0 | -4.1 | -0.1
Cc1sc2ncnc(Oc3ccc(-n4ccnc4)cc3)c2c1C | 2 | 0 | -1 | -1.0 | 6.0 | -0.9 | -8 | -0.5 | 1.8

Next section
SMILES | FBA Mtb inh | BoNT F protease | GDH-TPI counter | UGM FP inh | Mtb BioA inh | BoNT-A LC inh2 | Anthrax LF inh2 | FadD28 FP inh | PfHsp40 rescue
O=C(Cc1ccccc1[N+](=O)[O-])NCc1ccc(Cl)cc1 | 0 | 8 | -3 | -0.7 | 0.4 | 0.0 | 1 | -4.7 | -0.2
COc1ccc(CCNCc2ccccc2)cc1 | 3 | 2 | -4 | -1.8 | 0.2 | 2.7 | 3 | -2.8 | 6.7
CCC1C(c2ccccc2)NC(c2ccccc2)CC1(O)c1ccc(F)cc1 (stereo unspecified) | 0 | ? | -5 | 0.2 | 2.5 | -0.1 | 8 | -9.6 | -0.3
CC(OC(=O)c1ccc(-c2ccc([N+](=O)[O-])cc2)o1)C(=O)NC(N)=O (stereo unspecified) | 6 | 5 | 29 | 0.0 | 0.2 | 0.6 | -2 | -1.9 | 0.8
O=P(COCCO)(c1ccccc1)c1ccccc1 | -2 | -6 | -1 | 1.6 | -0.4 | -0.2 | -3 | -5.4 | -0.7
O=C(CN1CCCCCC1)Nc1c(Cl)cc(Cl)cc1Cl | 2 | 13 | 3 | -1.1 | -2.0 | -1.1 | 38* | -0.2 | 1.2
CN(C)c1cccc(Nc2ccc(-c3ccc(OC(F)(F)F)cc3)cn2)c1 | 3 | -39 | 15 | / | -0.3 | 1.5 | -7 | -3.1 | /
O=C(C[n+]1cc(Br)cc2ccccc21)c1ccc(Cl)cc1 | 2 | 32 | -1 | -0.1 | -1.5 | 104* | 20 | -1.1 | -1.6
Cc1cccc(-c2noc(CNC(=O)c3ccco3)n2)c1 | -1 | -12 | -9 | 0.8 | -0.8 | -0.5 | -6 | -3.3 | 1.0
Nc1nc(SCC(=O)NCC2CCCO2)[nH]c(=O)c1NC(=O)c1ccc(F)c(F)c1 (stereo unspecified) | 3 | -9 | 9 | 1.7 | -1.8 | -0.7 | 9 | -1.6 | 0.0
CC(=O)c1ccccc1C(=O)N1CCCC(CNC(=O)c2ccccc2Cl)C1 (stereo unspecified) | 0 | -1 | -1 | -3.1 | -0.9 | 0.3 | -5 | 0.2 | 0.5
O=C(COn1nnc2ccc(S(=O)(=O)N3CCOCC3)cc21)Nc1c(F)c(F)c(F)c(F)c1F | -4 | -3 | 5 | -0.1 | 1.0 | -0.5 | -2 | -2.9 | 0.3
COc1ccc(-n2cc(C(=O)c3ccc4ccccc4c3O)cn2)cc1 | 1 | -4 | 9 | 2.8 | -1.4 | 0.3 | 1 | -1.9 | -2.2
O=C1C=C(c2ccc3ncccc3c2)C[C@@H](c2ccc(Cl)cc2)C1 | -3 | 5 | 7 | -2.4 | 5.0 | -0.2 | -1 | -8.5 | 18
Cc1ccccc1-n1nnnc1SCC(=O)c1c(N)n(C2CC2)c(=O)[nH]c1=O | 1 | -3 | 2 | / | / | 0.8 | 3 | -2.8 | /
COCC1CCN(Cc2c(C(=O)N3CCN(C4CCCCC4)CC3)nc3ccccn23)C1 (stereo unspecified) | 8 | -2 | 5 | 2.7 | 0.8 | -1.9 | -3 | 0.1 | -0.2
O=C(CN(c1cccc(C(F)(F)F)c1)S(=O)(=O)c1ccc(Cl)c([N+](=O)[O-])c1)NCc1ccccc1 | -1 | -10 | 9 | 1.9 | 0.3 | 0.2 | 2 | -0.5 | -1.1
CN(CCc1ccccc1)C(=O)c1cccc(NC(=O)Cc2cccc([N+](=O)[O-])c2)c1 | 0 | -2 | 2 | -1.7 | -1.3 | 0.5 | -3 | -3.6 | 2.9
COCCN1CCN(C(=O)C2CCC(=O)N(Cc3ccccc3F)C2)CC1 (stereo unspecified) | 1 | 11 | -7 | -1.3 | -0.6 | 2.1 | -1 | -1.9 | -1.6
CCNC(=S)Nc1cc(C(=O)N2CCCC2)ccc1N1CCCC1 | -1 | -4 | 8 | -2.0 | 1.6 | -0.8 | -8 | -1.9 | 14
O=C(NCCCN1CCN(c2ccc(F)cc2)CC1)NC12CC3CC(CC(C3)C1)C2 | -4 | -12 | -1 | 0.4 | -1.4 | -0.6 | -15 | -2.7 | -0.4
Nc1ccc(CC(N)c2csc(Nc3nncc4ccccc34)n2)cc1 (stereo unspecified) | -1 | -17 | -4 | / | 0.2 | 0.0 | -9 | -5.1 | /
CCC(=Nc1ccc2c(c1)CCC2)c1c(O)n(-c2ccc(OC)cc2)c(=O)[nH]c1=O | 2 | -1 | 3 | 1.4 | / | 0.9 | -4 | -2.4 | 0.9
COc1ccc(NC(=O)CSc2nc3ccccc3nc2N2CCOCC2)cc1 | 0 | -3 | 5 | 2.6 | 0.9 | 0.7 | 1 | -1.4 | 0.9
COc1ccc(OC)c2sc(NC(=O)C3COc4ccccc4O3)nc12 (stereo unspecified) | 3 | -8 | 12 | 2.6 | 0.1 | -0.7 | 6 | -2.3 | 1.7
Cc1ccc(C)c(NC(=O)CN(C)C(=O)c2cccc(Oc3ccccc3)c2)c1 | -1 | 7 | -1 | -0.6 | 0.3 | 1.5 | -1 | -5.7 | 0.8
CCOc1cc(N2CCOCC2)c(OCC)cc1NC(=O)c1cc(C)cc(C)c1 | -2 | -8 | 17 | -0.9 | 0.6 | -1.4 | 0 | -3.8 | 2.6
c1nc(SSc2ncnc3nc[nH]c23)c2[nH]cnc2n1 | -1 | 18 | 19 | / | / | 1.2 | -3 | -2.7 | 0.6
COc1ccc(C(=O)NC(C)c2cnn(-c3ccccn3)c2C)o1 (stereo unspecified) | -3 | -2 | -1 | -0.7 | -0.3 | -0.6 | -3 | / | -0.1
O=C(Nc1nnc([C@@H]2C[C@H](O)[C@@H](CO)O2)s1)Nc1ccc(F)cc1F | -1 | 0 | 7 | / | -1.6 | -0.4 | 0 | -1.5 | /
Cc1cc(NS(=O)(=O)c2ccc(NC(=O)c3ccc([N+](=O)[O-])s3)cc2)nc(C)n1 | -1 | -8 | 31* | 1.4 | 7.3 | 0.3 | -3 | -0.2 | 0.3
COc1ccc(N(C(C)=O)C2C=CS(=O)(=O)C2)c(OC)c1 (stereo unspecified) | -4 | -5 | -7 | -3.6 | -0.4 | 0.4 | -3 | -0.5 | -1.5
COC(=O)CNc1c(-c2ccccn2)nc2ccc(Br)cn12 | 2 | -6 | 2 | 2.8 | -1.1 | 0.2 | 2 | -4.3 | -2.9

Rows were taken by chance; any-hit rate near 4.7%.
